Screening data from PubChem.
zVAD death inh: blocks zVAD induced death of L929 cells; viability rescue, % at 10 µM; L929 zVAD necroptosis rescue, ATP luminescence, 24 h; with zVAD 60 µM; 220,000 compounds, 0.38% hits;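 active = activation, scaled between plate controls, above about 75%, limit read from the data; inactive = activation under that limit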;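 also: 0% = zVAD with DMSO and 100% = DMSO alone without zVAD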
Mdm2 ligase inh: Mdm2 E3 ligase (human) inhibition; Q00987; cell-based MDM2 ubiquitination luciferase reporter, 2 h; 0 = plate control, 100 = twice control, blank-subtracted; signal enhancement, % at 5 µM; 210,000 compounds, 0.11% hits;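 active = signal enhancement of 30% or more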;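 also: luminescence tracks abundance of the self-degrading MDM2-luciferase fusion protein; higher signal means inhibition of MDM2 E3 ligase activity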
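test system = mammalian cells stably expressing self-ubiquitinating, self-degrading MDM2 E3–luciferase fusion | quantity = 2000 cells/well | incubation = cell settling 4 h, compound treatment 2 h, both 37 °C | signal = luminescence with SteadyLite reagent, 15 min at room temperature | evaluation = % enhancement relative to plate controls after blank subtraction | benchmarks = plate controls and plate blanks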
Runt-SMMHC FRET: blocks binding of human RUNX1 Runt domain to CBFb-SMMHC | Q01196+Q13951 | Cerulean-Runt/Venus-CBFb-SMMHC FRET ratio 530/480, 1 h | inhibition, % at 20 µM | 220,000 compounds, 0.74% hits | AID 1434;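 active = mean inhibition across duplicate retests at 20 µM reaching about 50%, limit read from the data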;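 also: 0% = DMSO wells and 100% = wells with excess untagged CBFb-SMMHC; inhibitors lower the FRET ratio by blocking Runt binding to CBFb-SMMHC; some results filed as inactive read as strong as hits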
Runt-CBFb FRET: Runt domain-CBFb interaction inhibition; Cerulean-Runt/Venus-CBFb FRET ratio 530/480, 1 h; inhibition, % at 20 µM; 220,000 compounds, 0.46% hits; Q01196+Q13951; AID 1496;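 active = inhibition over about 50% at 20 µM in the single-dose screen, limit read from the data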;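 also: 0% = DMSO wells and 100% = excess unlabeled CBFb competitor control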
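Reagent – Venus-CBFb binding partner, 100 nM · Assay system – Cerulean-tagged RUNX1 Runt domain (FRET donor) fusion protein · Input – 100 nM per protein · Incubation – two 1 h room-temperature incubations shielded from light · Measured by – FRET fluorescence · Medium – Tris buffer pH 7.5 with salts and BSA · Benchmarks – unlabeled CBFb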
p47phox inh: inhibitors of human p47phox binding | p47phox/p22phox peptide binding, fluorescence polarization, 2 h | AID 1274 | inhibition, % at 24.7 µM | 220,000 compounds, 0.53% hits;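 active = inhibition above about 30%, limit read from the data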;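 also: 0% = p47phox with labelled peptide and 100% = labelled peptide alone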
EBV gp42 inh: blocks Epstein-Barr virus glycoprotein 42 binding. Q1HVG2. Fluorescence polarization binding assay, mP read-out. inhibition, % (tested at 21.74 µM). 220,000 compounds, 0.42% hits; in the data active = inhibition above about 50%
Target sequence (Q1HVG2 whole entry, looked up): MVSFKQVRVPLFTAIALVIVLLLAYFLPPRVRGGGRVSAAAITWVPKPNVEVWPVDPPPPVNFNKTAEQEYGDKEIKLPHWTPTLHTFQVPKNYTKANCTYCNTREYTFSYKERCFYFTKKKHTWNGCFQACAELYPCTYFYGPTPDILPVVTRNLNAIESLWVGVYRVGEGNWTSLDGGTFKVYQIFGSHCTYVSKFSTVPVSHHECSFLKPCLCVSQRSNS
Hck-Nef inh: inhibitors of human Hck kinase activated by Nef. P08631. Recombinant Hck-YEEI plus Nef, Z-Lyte FRET kinase assay. inhibition, % at 20 µM. 220,000 compounds, 0.68% hits. AID 463187;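 active = Hck-Nef kinase inhibition above about 50%, limit read from the data; inactive = inhibition below that limit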;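 also: 0% = DMSO with Hck plus Nef and 100% = Hck alone without Nef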
Target sequence (P08631 whole entry, looked up): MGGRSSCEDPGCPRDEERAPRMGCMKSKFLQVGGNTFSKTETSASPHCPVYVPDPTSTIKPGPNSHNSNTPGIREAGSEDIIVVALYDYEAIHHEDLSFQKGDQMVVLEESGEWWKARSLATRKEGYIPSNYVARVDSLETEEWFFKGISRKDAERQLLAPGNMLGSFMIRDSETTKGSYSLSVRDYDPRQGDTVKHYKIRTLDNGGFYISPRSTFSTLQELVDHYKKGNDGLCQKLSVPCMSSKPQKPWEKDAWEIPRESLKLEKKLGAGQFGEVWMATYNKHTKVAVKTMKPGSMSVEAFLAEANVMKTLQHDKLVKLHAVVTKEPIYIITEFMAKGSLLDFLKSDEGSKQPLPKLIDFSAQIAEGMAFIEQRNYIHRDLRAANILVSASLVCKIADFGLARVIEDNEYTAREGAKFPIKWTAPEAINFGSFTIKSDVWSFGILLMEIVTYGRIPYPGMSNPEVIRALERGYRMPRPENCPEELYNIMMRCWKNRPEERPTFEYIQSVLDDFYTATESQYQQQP
Tb hexokinase: T. brucei hexokinase 1 inhibition; recombinant TbHK1, G6PDH-coupled NADH A340; inhibition, % at 10 µM; 220,000 compounds, 0.11% hits;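 active = inhibition of 50% or more in the single-dose primary screen; inactive = inhibition below 50%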
14-3-3 Bad PPI: disrupts binding of bovine 14-3-3 zeta to phospho-Bad peptide; P63103; TR-FRET 14-3-3zeta/Dy647-pBad peptide displacement, 1 h; inhibition, % at 21.7 µM; 220,000 compounds, 0.71% hits; AID 781;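 active = inhibition above about 70%, limit read from the data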;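 also: 0% = full 14-3-3 plus peptide FRET controls and 100% = background without 14-3-3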
Target sequence (P63103 whole entry, looked up): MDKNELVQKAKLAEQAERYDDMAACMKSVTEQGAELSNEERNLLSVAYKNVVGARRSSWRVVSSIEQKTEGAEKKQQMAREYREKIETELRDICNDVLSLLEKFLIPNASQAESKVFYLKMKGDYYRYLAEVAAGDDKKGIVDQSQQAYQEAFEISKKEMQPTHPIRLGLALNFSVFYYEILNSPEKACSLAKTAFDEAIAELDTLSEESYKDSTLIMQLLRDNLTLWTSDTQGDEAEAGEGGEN
Active calls of the source: *; / = no result given; [ ] = remark or other dose.

SMILES	zVAD death inh	Mdm2 ligase inh	Runt-SMMHC FRET	Runt-CBFb FRET	p47phox inh	EBV gp42 inh	Hck-Nef inh	Tb hexokinase	14-3-3 Bad PPI
CN(O)/C=c1/ccc2c(n1)C(=O)C=CC=2	5.0	-2	4	-1	-11	-6	-1	-24	3
COC(=O)c1sccc1NC(=S)N1CCN(c2ccccc2)CC1	0.1	-7	3	0	-125	-10	3	1	-16[fluorescence artefact?]
COc1ccc(OCC(=O)N2N=C(C)CC2(O)C(F)(F)F)cc1 (centres undefined)	1.3	-3	5	0	-2	-20	10	-2	-7
CCCCn1c(=NC(=O)c2ccco2)c(C(=O)OCC)cc2c(=O)n3ccccc3nc21	-1.0	-9	46	10	-2	-23	26	-22	1
COc1ccccc1/C=N/NC(=O)c1cccc(NC(=O)c2ccccc2Cl)c1	0.1	-8	-1	2	-15	4	5	-5	-8
CN(C)c1ccnc(Oc2ccccc2)c1C#N	-0.4	6	-3	1	10	-5	0	-6	3
O=C(CC1C(=O)NCCN1C(=S)Nc1ccccc1)Nc1ccc(F)cc1 (centres undefined)	1.3	-19	-4	4	-16	-14	0	1	3[fluorescence artefact?]
CCCn1c(SCC(=O)N2CCCC2)nc2c1c(=O)n(C)c(=O)n2C	-0.8	-17	-1	0	4	-25	2	2	-10[fluorescence artefact?]
Cc1ccc(CNc2nc3ccccc3s2)s1	0.2	-76	1	-1	-7	-15	-4	2	9
N#Cc1cnc2ncnn2c1-c1ccccc1	0.2	-7	1	-2	-25	5	0	28	1[fluorescence artefact?]
O=C(O)CSC1=NC(=Nc2cccc(Cl)c2)C2(CCCCC2)N1c1ccccc1	0.1	2	8	-5	-11	-25	4	-4	19
Cn1cc(S(=O)(=O)CC(=O)Nc2ccc3c(c2)OCO3)c2ccccc21	0.3	2	-2	3	-8	-10	-1	8	-8
O=C(CN1CCCc2ccccc21)NCc1ccc2c(c1)OCO2	-0.1	1	-5	-2	-16	-10	1	-4	-7
CCCCC(CC)C(=O)Nc1ncc([N+](=O)[O-])s1 (centres undefined)	9.6	-14	-2	1	0	-13	24	-3	-7
Fc1ccc(F)c(C2=NNC(=NCC3CCCO3)SC2)c1 (centres undefined)	1.3	-3	-2	0	6	0	-14	-3	2
O=C1N/C(=C\c2ccccc2)C(O)=C1C=NCc1ccccc1	-0.3	-4	0	0	-1	9	-1	-4	-8[fluorescence artefact?]
COC(=O)Oc1ccc(/C=N/NC(=O)CSCc2ccc(Cl)cc2)cc1OC	0.7	-22	3	-4	-17	-12	5	-4	-17
CCCCOC(=O)C1=C(C)Nc2nnnn2C1c1ccccc1Cl (centres undefined)	-0.1	-9	3	0	-10	-6	0	-1	-6[fluorescence artefact?]
COc1ccc(OC)c(CN(CCCN2CCOCC2)C(=O)Nc2ccccc2)c1	0.0	1	4	-1	-14	-4	0	-4	0[fluorescence artefact?]
c1cncc(-c2noc(-c3ccco3)n2)c1	0.4	-4	-5	1	-8	1	3	5	-6[fluorescence artefact?]
Cc1ccc(S(=O)(=O)N2CCCCC2)cc1C(=O)Nc1ccc(N2CCOCC2)cc1	0.0	-4	-2	0	-5	-30	1	-6	1
CCn1c(C)c(/C=N/Nc2nc3ccccc3s2)c2ccccc21	0.7	-7	0	1	-12	-13	1	-20	-16[fluorescence artefact?]
O=C(c1ccc(S(=O)(=O)N2CCOCC2)cc1)N1CCN(c2ccccc2)CC1	0.6	7	0	2	-2	9	-4	5	-6
Cc1ccc(NC(=O)CN(C)CC(=O)Nc2ccc(F)c(F)c2F)c(Cl)c1	-0.4	-5	2	-6	-62	1	5	2	-9
C=CCn1c(=O)c(C(=O)Nc2ccccc2O)c(O)c2ccccc21	1.0	-8	-2	2	-16	-9	2	-8	-10
(cont.)
SMILES	zVAD death inh	Mdm2 ligase inh	Runt-SMMHC FRET	Runt-CBFb FRET	p47phox inh	EBV gp42 inh	Hck-Nef inh	Tb hexokinase	14-3-3 Bad PPI
O=C(COc1ccccc1[N+](=O)[O-])OCC(=O)N1CCC(Cc2ccccc2)CC1	1.4	0	-2	-4	-3	-11	5	-1	-9
c1nc2sc3c(c2c2nnnn12)CCCC3	0.5	-19	0	1	4	-13	4	-7	/
Cc1ccc(C2C(=O)N(C3CCCC3)CC(=O)N2C2CCCCC2)cc1 (centres undefined)	-0.3	-19	0	-2	-9	-1	3	0	1[fluorescence artefact?]
CCOC(=O)Cn1nc(-c2ccc(C)cc2)ccc1=O	0.2	-9	-1	-1	-8	9	1	4	5
Cc1cc(C(=O)Nc2ccc(C(=O)O)cc2)c(-c2ccccc2)o1	1.1	1	0	2	-9	-7	-1	5	-18
O=C(N/N=C/c1cc([N+](=O)[O-])ccc1O)c1cccc2cc[nH]c12	48	-11	16	2	-61	-2	-20	-25	-5
Cc1ccc(NC(=O)CSC2=C(C#N)C(c3ccc4c(c3)OCO4)CC(=O)N2)cc1C (centres undefined)	1.7	-13	0	0	0	10	-12	1	1
CCC(=O)N(CCC(Cc1ccccc1)c1ccco1)Cc1ccco1 (centres undefined)	-2.5	-2	3	-2	-2	-1	20	5	-3
Cc1cccc(N/N=C(\C(N)=O)C2=NC(C)(C)Cc3ccccc32)c1	74	1	-2	-7	-13	6	65*	-16	-5
Clc1ccc(-c2csc(-c3ccno3)n2)cc1	0.2	-3	-1	1	5	-13	13	-9	-3
NC(=O)c1cc(N2C(=O)C3CC=CCC3C2=O)ccc1N1CCCCC1 (centres undefined)	1.8	-9	4	0	-7	-9	1	5	8
CCCn1c(N2CCN(S(=O)(=O)Cc3ccccc3)CC2)nc2ccccc21	-0.1	-11	2	-3	1	-7	0	6	6
Cc1ccc(S(=O)(=O)N2CCN(c3ccc(C(F)(F)F)cc3[N+](=O)[O-])CC2)cc1	0.9	-16	-8	-2	-3	-2	0	1	-8
CC(C)[C@H](NS(=O)(=O)c1ccc2c(c1)OCCO2)C(=O)OCC(=O)Nc1ccccc1	1.5	-9	-1	0	2	-24	2	37	4[fluorescence artefact?]
CCN(CC)c1ccc(C(=O)Nc2cccc(F)c2)cc1	11	-57	1	0	-25	-13	2	-31	-9[fluorescence artefact?]
Cc1ccc(NC(=O)CCCCCCCCCCC2COCCO2)c(C)c1 (centres undefined)	0.8	-1	-9	0	6	-14	7	-2	27[fluorescence artefact?]
Cn1nc(-c2ccccc2)cc1NC(=O)Nc1ccc(C(C)(C)C)cc1	15	3	-2	-1	-15	-11	13	-12	0
COCCn1c(C2CCCCC2)nc2sc3ccccc3c(=O)c2c1=O	4.9	-8	-6	-5	-8	3	0	-9	9
CC(C)(C)NC(=O)CN(C(=O)CS(=O)CC(=O)Nc1ccc(F)cc1)c1ccccc1F (centres undefined)	5.7	-4	1	1	-8	-17	14	-3	-3
O=C(NNc1c(Cl)cccc1Cl)c1cccs1	0.2	-2	2	3	-4	-3	-7	-4	91*
O=C(CCCn1c(=S)[nH]c2ccccc2c1=O)NC1CCCC1	-0.2	-12	1	0	-8	-9	2	1	-6
Cc1ccccc1Cn1nc(C)c(NC(=O)c2cc3nc(-c4ccco4)cc(C(F)(F)F)n3n2)c1C	-0.1	-12	15	-1	-2	3	2	-15	7
CC(C)c1ccc(-c2cc(C(=O)N3N=C(C(F)F)CC3(O)C(F)F)c3ccccc3n2)cc1 (centres undefined)	0.4	-5	1	7	-16	-5	3	-5	7
CCOC(=O)C1CCCN(Cc2cc(=O)oc3cc(C)c(C(C)C)cc23)C1 (centres undefined)	0.1	-17	1	-4	-9	-10	31	7	3
O=C(O)COc1ccccc1-c1ccccc1	0.3	-2	-1	1	-3	-10	2	-11	-3
Cc1ccc(-c2nnc(SCC(=O)NNC(=O)COc3cccc4ccccc34)n2C)cc1	0.9	-11	-19	-12	-1	-30	3	-4	-3[fluorescence artefact?]
COc1cccc(N2C(=O)C(CC(=O)Nc3ccccc3)N(C3CCCCC3)C2=O)c1 (centres undefined)	0.0	1	1	0	-12	-4	2	28	-3
CCCCn1c(N)c(N(CC)C(=O)C(c2ccccc2)c2ccccc2)c(=O)[nH]c1=O	6.0	14	3	-1	-1	-3	20	2	-16
COc1ccc(NC(=O)CC2C(=O)N(c3ccc(F)cc3)C(=S)N2NC(=O)c2ccc(Cl)cc2)cc1 (centres undefined)	1.1	-4	-2	1	9	3	6	3	6
CN(C)CCOc1cc(Cl)cc(Cl)c1	-1.0	-9	0	-1	12	0	-2	-2	-7

2 neighbouring compounds out of the list so far:
SMILES	zVAD death inh	Mdm2 ligase inh	Runt-SMMHC FRET	Runt-CBFb FRET	p47phox inh	EBV gp42 inh	Hck-Nef inh	Tb hexokinase	14-3-3 Bad PPI
CN(O)/C=c1/ccc2c(n1)C(=O)C=CC=2	5.0	-2	4	-1	-11	-6	-1	-24	3
COC(=O)c1sccc1NC(=S)N1CCN(c2ccccc2)CC1	0.1	-7	3	0	-125	-10	3	1	-16[fluorescence artefact?]

3 compounds from above, ordered by their value in Hck-Nef inh, highest first.
smiles | Hck-Nef inh
Clc1ccc(-c2csc(-c3ccno3)n2)cc1 | 13
COC(=O)Oc1ccc(/C=N/NC(=O)CSCc2ccc(Cl)cc2)cc1OC | 5
COC(=O)c1sccc1NC(=S)N1CCN(c2ccccc2)CC1 | 3

Copied from the list.
In Hck-Nef inh, CCOC(=O)Cn1nc(-c2ccc(C)cc2)ccc1=O has the entry 1
In Mdm2 ligase inh, O=C(COc1ccccc1[N+](=O)[O-])OCC(=O)N1CCC(Cc2ccccc2)CC1 has the entry 0
In Runt-SMMHC FRET, Cc1cc(C(=O)Nc2ccc(C(=O)O)cc2)c(-c2ccccc2)o1 has the entry 0
In 14-3-3 Bad PPI, CC(C)c1ccc(-c2cc(C(=O)N3N=C(C(F)F)CC3(O)C(F)F)c3ccccc3n2)cc1 (centres undefined) has the entry 7
In 14-3-3 Bad PPI, O=C(CCCn1c(=S)[nH]c2ccccc2c1=O)NC1CCCC1 has the entry -6
In EBV gp42 inh, Cn1nc(-c2ccccc2)cc1NC(=O)Nc1ccc(C(C)(C)C)cc1 has the entry -11

Three entries from above, reformatted:
Results follow in this order: zVAD death inh	Mdm2 ligase inh	Runt-SMMHC FRET	Runt-CBFb FRET	p47phox inh	EBV gp42 inh	Hck-Nef inh	Tb hexokinase	14-3-3 Bad PPI
Cc1ccc(-c2nnc(SCC(=O)NNC(=O)COc3cccc4ccccc34)n2C)cc1
  0.9	-11	-19	-12	-1	-30	3	-4	-3[fluorescence artefact?]
CCOC(=O)C1CCCN(Cc2cc(=O)oc3cc(C)c(C(C)C)cc23)C1 (centres undefined)
  0.1	-17	1	-4	-9	-10	31	7	3
O=C(CCCn1c(=S)[nH]c2ccccc2c1=O)NC1CCCC1
  -0.2	-12	1	0	-8	-9	2	1	-6

This is a random part of the collection; about 3.2% have a hit in one of these screens.
